Screening data from PubChem BioAssay.
Giardia kill – Small Molecules that selectively kill Giardia lamblia: qHTS; hit rate 0.15% among 340,000; Giardia lamblia trophozoite viability; activity change, % at 7.66 µM, hits read low; in the data active = activity change below about -80%; inconclusive = between about -30% and that limit;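 note: parasites exposed to compound for two days anaerobically before the ATP read; % is set by controls: 0 for no effect and ±100 for the full control effect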
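Viability, read as ATP luminescence: trophozoites at 100 cells/well, compound added, 48 hrs anaerobic at 37 deg C, then 15-30 min room-temperature development before reading.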
TSG101-PTAP inh – qHTS Assay for Iinhibitors of HIV-1 Budding by Blocking the Interaction of PTAP/TSG101 | Tumor susceptibility gene 101 protein (Homo sapiens), Q99816 | Potency, µM (series often up to 115 µM), for the others: at the highest dose activity change, negative = inhibition, hits mostly inhibitors | Fluorescence polarization, FITC-PTAP peptide / Tsg101 binding | 340,000 tested, under 10 active; active = well fitted inhibition curve with a large enough effect in the main read-out, with a control signal flat, not every such curve was filed as active; inconclusive = small, poorly fitted or top-dose-only effect, or effect the other way, or a change in a side signal; inactive = no such curve, though single readings can be large or run the other way; note: potency is the fitted concentration of half-maximal effect; % of control where 0% means no effect
Target sequence (Q99816 whole entry, looked up): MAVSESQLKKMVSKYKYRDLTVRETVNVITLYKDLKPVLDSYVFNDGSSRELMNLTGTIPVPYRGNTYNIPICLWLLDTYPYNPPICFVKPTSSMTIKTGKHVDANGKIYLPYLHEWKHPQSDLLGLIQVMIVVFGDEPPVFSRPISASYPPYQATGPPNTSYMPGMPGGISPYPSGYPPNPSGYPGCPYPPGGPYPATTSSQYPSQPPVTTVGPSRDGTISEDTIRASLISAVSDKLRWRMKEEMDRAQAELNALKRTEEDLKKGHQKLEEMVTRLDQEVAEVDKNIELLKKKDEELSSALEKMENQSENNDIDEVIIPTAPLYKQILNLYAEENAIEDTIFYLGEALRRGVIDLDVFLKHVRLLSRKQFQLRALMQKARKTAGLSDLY
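Steps: Tsg101 binding domain dispensed (10 uM final), compounds pinned in DMSO, FITC-labeled PTAP-motif peptide added (50 nM final); after 20 min binding at room temperature, polarization measured.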
PKM2 activator – qHTS Assay for Activators of Human Muscle isoform 2 Pyruvate Kinase; Pyruvate kinase PKM (Homo sapiens), P14618; purified PKM2, Kinase-Glo ATP luminescence, activation; response scale: 0% is enzyme alone, no compound; hit rate 0.34% among 260,000; Potency, µM (top dose mostly 57.5 µM), for the others: top-dose activation, actives largely listed as activators; AID 1631, 2009; note: potency is the fitted concentration of half-maximal effect; % is set by controls: 0 for no effect and ±100 for the full control effect; nearly all actives have a fitted effect of over 55% in size
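ATP formation by purified human PK-M2, quantified via coupled luciferase luminescence after 1 h at room temperature with 0.1 mM ADP and 0.5 mM PEP final.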
a7 integrin act – qHTS for Activators of Integrin-Mediated Alleviation for Muscular Dystrophy. alpha7betagal myoblasts, beta-gal FDG fluorescence, 48 h. Potency, µM (top dose mostly 38.3 µM), inactives show top-dose activation, hits mostly activators. hit rate 0.064% among 350,000. AID 624291, 2012;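 note: potency is the fitted concentration of half-maximal effect; 100% = response of the positive control SU9516; nearly all actives have a fitted effect of over 60% in size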
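alpha7betagal+/- myoblasts (passage 13, 250/well) treated 48 h at 37C with compounds at 1:260 dilution of DMSO stock. Lysed, then beta-galactosidase activity read as FDG fluorescence (ex 480/em 540) after 30 min, with pre-read for autofluorescence.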
BCR signal inh – qHTS Assay to Find Inhibitors of Chronic Active B-Cell Receptor Signaling | ABC-DLBCL IkBa-CBG/CBR reporter, luminescence ratio, 4 h | Potency, µM (highest dose often 46.1 µM), without a hit: top-dose ratio change, negative = lower green/red ratio, most hits filed as inhibitors | hit rate 0.05% among 340,000; active = well fitted inhibition curve with a large enough effect in the signal ratio, with a control signal flat, not every such curve was filed as active; inconclusive = small, poorly fitted or top-dose-only effect, or effect the other way, or a change in a side signal; the % refers to the signal ratio;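 note: potency is the fitted concentration of half-maximal effect; plate controls were basal doxycycline-induced cells for no effect and cells given 10 µM MG132 for full effect; MG132 reads +100%, hits lower the ratio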
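Doxycycline induced both beetle luciferases in TMD8 lymphoma cells; IKK-driven degradation limits the IkappaBalpha-fused green signal, while red luminescence normalises for cell number and nonspecific effects. Compounds tested up to 46 uM, 4 hrs.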
Menin-MLL TR inh – qHTS Assay for Inhibitors Targeting the Menin-MLL Interaction in MLL Related Leukemias: Competition With Texas Red Labeled MLL-derived Mutant Peptide; O00255; Menin + Texas Red MLL mutant peptide, fluorescence polarization; Potency, µM (series often up to 61.6 µM), for the others: at the highest dose FP activity change, negative = inhibition, usual class: inhibitors; hit rate 0.23% among 270,000; active = well fitted inhibition curve with a large enough effect in the polarisation, with a control signal flat, not every such curve was filed as active; inconclusive = small, poorly fitted or top-dose-only effect, or effect the other way, or a change in a side signal; inactive = no such curve, though single readings can be large or run the other way; the % refers to the polarisation; note: potency is the fitted concentration of half-maximal effect; % of control where 0% means no effect; many of its hits are not listed in these tables
Tb PFK block – qHTS Assay to Find Inhibitors of T. brucei phosphofructokinase | ATP-dependent 6-phosphofructokinase (Trypanosoma brucei brucei), O15648 | T. brucei PFK, ADP-Glo luminescence | Potency, µM (top dose mostly 57.5 µM), inactives show top-dose activity, negative = inhibition, hits mostly inhibitors | hit rate 0.17% among 330,000 | AID 485367, 2010;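 note: potency is the fitted concentration of half-maximal effect; 0% = uninhibited 1x PFK enzyme wells and -100% = no-enzyme wells; nearly all actives have a fitted effect of over 60% in size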
Target sequence (O15648 whole entry, looked up): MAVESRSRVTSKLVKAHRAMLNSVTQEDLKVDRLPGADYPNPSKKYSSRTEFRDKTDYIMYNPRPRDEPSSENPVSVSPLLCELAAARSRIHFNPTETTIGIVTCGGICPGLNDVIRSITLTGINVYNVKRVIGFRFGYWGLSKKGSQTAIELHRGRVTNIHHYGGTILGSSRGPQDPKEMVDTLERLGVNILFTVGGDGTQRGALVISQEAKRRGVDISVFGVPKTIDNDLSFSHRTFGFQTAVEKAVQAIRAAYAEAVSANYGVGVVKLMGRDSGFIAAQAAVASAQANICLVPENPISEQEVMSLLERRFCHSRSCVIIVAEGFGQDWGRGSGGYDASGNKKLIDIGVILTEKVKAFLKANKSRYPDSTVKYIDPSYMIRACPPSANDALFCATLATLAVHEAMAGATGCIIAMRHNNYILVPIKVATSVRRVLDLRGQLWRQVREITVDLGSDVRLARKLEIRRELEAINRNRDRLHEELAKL
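Luminescent ADP detection (ADP-Glo, two-step: ATP depletion then ADP-to-ATP conversion for luciferase) reported PFK activity after 45 min room-temperature reaction of 1.25 nM enzyme with 0.5 mM F6P and 0.1 mM ATP at pH 8.0.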
FBPA coupling cs – qHTS Assay for Inhibitors of Fructose-1,6-bisphosphate Aldolase from Giardia Lamblia: Coupling assay counterscreen | coupling enzyme system counterscreen, AmpLite Red fluorescence | activity change, negative = inhibition, % at 58.2 µM, hits read low | hit rate 0.67% among 290,000 | AID 2472, 2010; in the data active = activity change below about -30%; note: % is set by controls: 0 for no effect and ±100 for the full control effect
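Fluorescence at 525 nm excitation and 598 nm emission measured inhibition of the coupled detection system without aldolase. Compounds (at 57.5 uM final) were preincubated 10 min at room temperature with coupling enzyme reagent before a 20 min substrate/AmpLite Red step.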
GALK inh – qHTS Assay for Inhibitors of Human Galactokinase (GALK) | Potency, µM (doses to about 57.5 µM), for the others: at the top dose activity change, negative = inhibition, most hits filed as inhibitors | Purified GALK, Kinase-Glo residual ATP luminescence | hit rate 0.007% among 270,000 | AID 1868, 2009; note: potency is the fitted concentration of half-maximal effect; % is set by controls: 0 for no effect and ±100 for the full control effect
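Luminescence from leftover ATP (Ultra-Glo luciferase/luciferin) served as read-out after a 1 h room-temperature reaction of 5 nM GALK with 35 uM ATP and 100 uM galactose.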
S-ASM inh – Inhibitors of Secretory Acid Sphingomyelinase (S-ASM): qHTS. Sphingomyelin phosphodiesterase (Homo sapiens), P17405. placental ASM, HMU-PC fluorogenic substrate, 60 min. Potency, µM (doses to about 57.5 µM), inactives show at the highest dose activity change, negative = inhibition, hits mostly inhibitors. hit rate 0.006% among 340,000; note: potency is the fitted concentration of half-maximal effect
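Fluorogenic HMU-PC substrate (9 uM final) is turned over by placental ASM in 60 min at 37 C after a 10 min compound preincubation. Reaction ended by alkaline stop (pH 10), with fluorescence read at 386/447 nm.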
B2AR arrestin – qHTS assay of beta-arrestin-biased ligands of beta2-adrenergic receptor. beta-arrestin recruitment to beta2AR, cell-based reporter. Potency, µM (doses to about 46.1 µM), inactives show at the highest dose activation, usual class: activators. hit rate 0.02% among 330,000;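 note: potency is the fitted concentration of half-maximal effect; 0% = DMSO controls and full agonism = EC100 isoproterenol or metaproterenol; nearly all actives have a fitted effect of over 65% in size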
* = called active by the depositor; i = inactive; ? = inconclusive; . = no result given; [ ] = remark or other dose. Unless noted, calls come from the whole dose curve; as a rule, active = well fitted curve in the direction sought with a large enough effect; inconclusive = small, poorly fitted or top-dose-only effect, or another doubt; inactive = no such curve, though single readings can be large; an effect the other way counts as inactive or inconclusive. Some of the compounds tested; the hit share may differ from the screen's.

Values run as follows: Giardia kill	TSG101-PTAP inh	PKM2 activator	a7 integrin act	BCR signal inh	Menin-MLL TR inh	Tb PFK block	FBPA coupling cs	GALK inh	S-ASM inh	B2AR arrestin
> CCOC(=O)c1c(CN2CCC(C)CC2)n(C)c2cc(Br)c(OC)cc12
    -2.4	0.7%	3.8%	-29.3%	0.8%	.	3.0%	-0.9	0.5%	-0.1%	0.0%
> COc1cc(/C=N/NC(=O)c2ccc(Cn3cc([N+](=O)[O-])cn3)o2)cc(Br)c1O
    24.5	-0.5%	0.1%	11.5%	?	24.9%	5.9%	4.1	14.4%	-8.1%	0.1%
> CC1(C)CC(=O)C(C(C2=C(O)CC(C)(C)CC2=O)c2cccnc2)C(=O)C1 (stereo unspecified)
    8.7	-1.1%	7.7%	-8.5%	4.3%	0.4%	7.6%	1.5	6.7%	1.6%	0.4%
> CCOC(=O)c1sc2ncnc(Nc3cccc(C(=O)O)c3)c2c1C
    4.9	-1.7%	0.0%	0.0%	6.9%	-10.8%	-4.1%	9.9	0.0%	1.7%	-0.2%
> COc1ccc(CCNC(=O)C2CC3Cn4c(nc5cc(C)c(C)cc54)C3N2C)cc1 (stereo unspecified)
    ?	-0.4%	-2.9%	-17.7%	-1.1%	.	-4.6%	4.1	4.3%	4.1%	-0.2%
> CC1(C)C(=O)Nc2ccccc2N1C(=O)COC(=O)c1cc(Cl)cc(Cl)c1
    3.2	-2.3%	.	18.2%	1.3%	.	-14.5%	.	.	-2.0%	-0.6%
> O=Cc1ccc(-n2cncn2)cc1
    26.4	0.3%	-6.7%	16.9%	5.2%	5.4%	0.0%	1.7	-0.1%	4.4%	0.3%
> CCN(CC)C(=O)CSc1nnc(-c2cc(-c3ccc(Cl)cc3)nc3ccccc23)o1
    -10.9	-3.4%	-1.3%	27.1%	-0.2%	3.5%	-1.9%	2.8	0.7%	1.3%	-0.9%
> CCN(CC(=O)NCc1ccc(Cl)cc1)C(=O)Cc1ccccc1[N+](=O)[O-]
    0.9	2.2%	5.8%	14.3%	?	.	0.3%	.	-3.5%	1.1%	0.5%
> COc1cc(C(C[N+](=O)[O-])c2c(-c3ccccc3)cc3ccccn23)cc(OC)c1OC (stereo unspecified)
    -4.7	-1.3%	20.1%	-16.6%	?	-7.9%	16.3%	-28.6	1.7%	10.4%	-0.1%
> Cc1ccc(N2C(=O)C(Cl)=C(N3CCN(C)CC3)C2=O)c(C)c1
    -8.7	-1.9%	8.5%	-9.0%	14.7%	6.8%	-0.4%	3.5	-1.4%	0.0%	-0.6%
> Cc1cc(C)n(CC(O)Cn2c(C)c(C)c3ccccc32)n1 (stereo unspecified)
    -26.6	-1.3%	3.4%	-16.7%	?	-17.3%	-2.3%	-3.8	-1.4%	-1.4%	-0.2%
> O=C(COC(=O)c1ccncc1)NCc1ccccc1
    -0.5	-5.7%	-1.7%	2.4%	-0.3%	3.6%	1.3%	5.4	2.0%	5.5%	-0.1%
> CCc1ccccc1NC(=O)/C(=C/c1ccco1)c1ccccc1
    -16.9	-1.1%	17.7%	5.5%	-8.1%	7.9%	-0.1%	-7.3	1.7%	-0.5%	-0.8%
> Cc1ccc2c(C)ccc(O)c2n1
    -15.2	-0.7%	6.9%	-30.2%	?	-8.1%	2.8%	-6.8	0.6%	1.3%	0.2%
> COc1ccc(N2CCN(c3cc(C)nc4ccc(OC)cc34)CC2)cc1
    1.0	-0.2%	0.7%	-17.1%	-6.6%	-23.3%	0.3%	0.5	4.0%	-5.2%	0.2%
> CN(C)C(=O)c1ccc(NC(=O)c2ccccc2-c2ccccc2)cc1
    18.8	5.2%	0.0%[11.5 µM]	-6.0%	1.0%	-14.6%	2.8%	7.6	-1.4%	0.1%	-0.4%
> CCOc1ccc(NC(=O)CSc2nccn(-c3ccc4c(c3)OCCO4)c2=O)cc1
    -5.1	-0.8%	.	-37.9%	-0.8%	.	1.6%	.	.	5.5%	0.1%
> CCOC(=O)c1c(-c2ccco2)csc1NC(=O)COC(=O)c1cnc(C)cn1
    0.2	-2.0%	.	-7.7%	19.0%	.	?	.	.	-6.0%	-0.1%
> OC(CNCc1ccc(F)cc1)(c1ccc(F)cc1)c1ccc(F)cc1
    5.3	-1.8%	2.9%	-31.3%	?	15.4%	0.8%	-0.9	-0.6%	-1.1%	0.2%
> CCCNC(=O)Nc1ccsc1C(=O)OC
    1.9	-0.7%	-13.0%	8.5%	5.5%	-29.4%	-1.1%	2.2	0.5%	5.6%	0.0%
> O=C(Nc1ccc2c(c1)OCCO2)c1ccc(Br)s1
    -15.7	-1.7%	-6.5%	-3.2%	?	?	0.0%	-9.0	0.1%	-2.9%	-0.3%
> Cc1cc(C(=O)NNS(=O)(=O)c2cc(C(=O)O)ccc2Cl)c(C)n1-c1ccccc1
    -4.6	-5.1%	.	5.6%	?	.	0.1%	.	.	2.2%	-0.1%
> O=C(c1cc(-c2cccc(O)c2)on1)N1CCc2ccccc2C1
    -21.9	-3.1%	-15.0%	0.0%	-18.5%	16.0%	-0.3%	-0.1	0.6%	-4.7%	-0.3%
> O=C(O)CCCCCNC(=O)c1cccc(Br)c1
    4.9	-3.7%	4.7%	13.5%	?	-3.1%	1.8%	2.6	-2.4%	3.5%	-0.9%
> CC(=O)N=c1c(C#N)cc2c(=O)n3ccccc3nc2n1Cc1ccccc1
    7.1	0.1%	-18.0%	-1.1%	2.2%	15.4%	-7.6%	1.5	3.5%	i	-1.2%
> Cc1ccc(S(=O)(=O)N(CC(=O)NC2CCCCCC2)c2ccccc2F)cc1
    8.1	-3.0%	-1.0%	14.9%	14.7%	?	0.7%	-7.9	0.0%	-1.6%	-0.1%
> O=C1C=C(N2CCN(C(=O)c3ccccc3)CC2)C2(CCCCC2)O1
    -8.7	1.2%	1.2%	16.0%	4.2%	4.0%	2.0%	5.1	-2.3%	-3.1%	-0.3%
> CN1CC(=O)N2C(c3cccc([N+](=O)[O-])c3)c3[nH]c4ccccc4c3C[C@H]2C1=O (stereo partly specified)
    10.2	-1.7%	.	0.0%	1.2%	34.0%[activator]	1.5%	1.6	1.0%	-0.3%	-0.4%
> CCCCCC(=O)Oc1cccc(N2C(=O)C3CCCCC3C2=O)c1 (stereo unspecified)
    -3.4	-2.6%	4.3%	27.6%	1.2%	0.4%	7.5%	0.7	7.4%	-3.6%	4.5%
> O=C(NC1CCCc2ccccc21)c1ccccc1 (stereo unspecified)
    8.2	-3.9%	5.8%	24.4%	0.5%	-10.0%	0.2%	-4.5	1.3%	-2.5%	0.1%
> CCOP(=O)(c1ccc(N(C)C)cc1)C(O)c1cccnc1 (stereo unspecified)
    2.0	-3.3%	-6.4%	5.1%	4.9%	.	0.2%	-0.9	-0.2%	3.3%	-0.4%
> O=C(OCC(=O)N1c2ccccc2Sc2ccccc21)c1cccnc1
    -4.6	-2.0%	-2.1%	-12.4%	1.5%	-1.8%	-6.9%	3.3	-0.9%	3.3%	0.0%
> O=S(=O)(Nc1ccc(N2CCOCC2)cc1)c1ccccc1
    -2.3	-5.5%	1.1%	17.9%	-2.6%	.	-4.3%	-0.7	-4.8%	1.3%	-0.2%
> CN(C)CCN=Cc1c(O)n(Cc2ccc3c(c2)OCO3)c(=O)c2ccccc12
    39.1[activator]	1.9%	0.0%	25.0%	-6.3%	?	-3.2%	2.5	0.2%	44.0%[activator]	0.2%
> Cc1c(Cl)cccc1NC(=S)Nc1ccccn1
    6.9	-10.2%	-11.5%	5.9%	11.5%	-21.5%	-3.8%	0.5	-2.9%	-1.5%	0.0%
> CCc1ccc(C(=O)C[n+]2cccc3cc(OC)ccc32)cc1
    19.4	-1.5%	1.8%	-54.3%[inhibitor]	-3.8%	-9.4%	0.6%	0.4	-3.7%	52.4%[activator]	-0.5%
> COc1ccc(CC(=O)Nc2ccc(/C(C)=N/NC(=O)c3ccc(OC)cc3OC)cc2)cc1
    ?	-4.6%	0.4%	11.9%	0.1%	6.1%	0.7%	1.8	-7.9%	6.5%	0.5%
